TNF death inh: TNF-alpha cell death inhibition in Jurkat FADD-/- cells. Jurkat FADD-/- TNF necroptosis rescue, ATP luminescence, 24 h; 0 = TNF only, 100 = no-TNF cells. activation (protection from cell death), % at 10 µM. hit rate 0.068% among 220,000. AID 463075;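 active means activation, meaning protection from cell death, of at least 50% relative to plate controls; inactive means activation below 50%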;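 further: necroptosis triggered by 40 ng/mL TNF-alpha added together with compound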
CHOP inhibitor: inhibitors of CHOP induction in ER stress response; CHO-K1 CHOP-promoter luciferase, tunicamycin-induced, 15-18 h; inhibition, % at 10 µM; hit rate 3.8% among 220,000; AID 2732;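 active means compounds that reduced the stress-induced luciferase reporter signal by more than about 70% of percent inhibition, limit read from the data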;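 further: 0% = tunicamycin plus vehicle and 100% = wells without tunicamycin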
FXIIa inh: factor XIIa (human) inhibition; P00748; purified FXIIa, Boc-QGR-AMC fluorogenic substrate, 2 h; inhibition, % at 5 µM; hit rate 0.3% among 220,000; in the data active means inhibition above about 40%;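 further: 0% = enzyme with no compound and 100% = blank without enzyme; many of its hits are not listed in these tables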
Target sequence (P00748 20-372 limits assumed): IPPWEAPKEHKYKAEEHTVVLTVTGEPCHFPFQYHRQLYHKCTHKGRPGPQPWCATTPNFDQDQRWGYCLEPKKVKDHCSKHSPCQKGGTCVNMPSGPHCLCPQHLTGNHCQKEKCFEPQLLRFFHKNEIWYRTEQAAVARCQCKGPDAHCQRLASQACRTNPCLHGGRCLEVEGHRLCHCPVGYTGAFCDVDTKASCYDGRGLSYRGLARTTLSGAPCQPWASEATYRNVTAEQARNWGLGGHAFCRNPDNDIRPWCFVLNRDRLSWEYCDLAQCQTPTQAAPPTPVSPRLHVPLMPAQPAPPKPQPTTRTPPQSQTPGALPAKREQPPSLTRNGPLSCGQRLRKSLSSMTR
Target sequence (P00748 373-615 limits assumed): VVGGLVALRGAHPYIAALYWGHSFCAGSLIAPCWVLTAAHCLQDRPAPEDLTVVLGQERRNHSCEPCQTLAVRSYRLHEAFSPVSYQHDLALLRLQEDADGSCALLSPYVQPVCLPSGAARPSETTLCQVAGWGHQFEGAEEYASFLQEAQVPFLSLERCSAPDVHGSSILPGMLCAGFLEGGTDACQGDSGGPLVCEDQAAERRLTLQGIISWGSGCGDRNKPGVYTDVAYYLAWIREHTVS
Wee1 stabilizer: blocks degradation of human Wee1 kinase; P30291; HeLa Luc-Wee1K328M stability, luciferase luminescence; 100% = proteasome inhibitor MG132 effect; reporter increase, % at 5 µM; hit rate 1.2% among 220,000;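 active means activation above the mean of all tested compounds plus 3 SD, set per screening run, cut at about 8.8% in these data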;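 further: cells exposed to compound for 20 h before luminescence read; 0% = DMSO alone and 100% = MG132 at 30 µM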
PGE2 EP2 inh: blocks the human prostaglandin E2 receptor EP2; C6 glioma cells expressing human EP2, cAMP TR-FRET; cells stimulated with saturating PGE2; inhibition, % at 25 µM; P43116; hit rate 0.52% among 260,000;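 active means percent inhibition above 40 after rounding to a whole number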;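 further: rat C6 glioma host cells with rolipram phosphodiesterase inhibitor present; the protocol text gives 20 µM as final concentration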
Target sequence (P43116 whole entry, looked up): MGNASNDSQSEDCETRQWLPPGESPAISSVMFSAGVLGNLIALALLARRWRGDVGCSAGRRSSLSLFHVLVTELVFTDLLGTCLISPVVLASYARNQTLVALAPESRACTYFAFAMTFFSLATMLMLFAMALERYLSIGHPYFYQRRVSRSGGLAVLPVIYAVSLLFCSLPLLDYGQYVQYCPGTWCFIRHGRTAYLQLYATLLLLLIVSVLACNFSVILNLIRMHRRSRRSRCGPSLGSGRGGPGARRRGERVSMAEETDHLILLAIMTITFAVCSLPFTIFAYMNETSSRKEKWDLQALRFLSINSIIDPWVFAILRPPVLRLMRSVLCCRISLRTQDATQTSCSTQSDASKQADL
zVAD death inh: blocks zVAD induced death of L929 cells; L929 zVAD necroptosis rescue, ATP luminescence, 24 h; with zVAD 60 µM; viability rescue, % at 10 µM; hit rate 0.38% among 220,000; AID 1377;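 active means activation, scaled between plate controls, above about 75%, limit read from the data; inactive means activation under that limit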;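 further: 0% = zVAD with DMSO and 100% = DMSO alone without zVAD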
Tb hexokinase: blocks Trypanosoma brucei hexokinase 1 activity | recombinant TbHK1, G6PDH-coupled NADH A340 | hit rate 0.11% among 220,000 | inhibition, % at 10 µM;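 active means inhibition of 50% or more in the single-dose primary screen; inactive means inhibition below 50%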
FXIa inh 1536: factor XIa (human) inhibition; P03951; purified FXIa, Boc-Glu-Ala-Arg-AMC fluorogenic substrate; inhibition, % at 5 µM; hit rate 0.14% among 220,000; AID 798;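 active means inhibition of at least 40%; inactive means inhibition below 40%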;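 further: fluorescence of freed AMC excited at 355 nm; 0% = enzyme without compound and 100% = no enzyme blank; many of its hits are not listed in these tables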
PPC-1+TRAIL kill: PPC-1 cancer cell killing with TRAIL present; PPC-1 cells + TRAIL, ATPLite viability luminescence; cell killing (% activity), % at 4 µM; hit rate 0.41% among 220,000;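 active means cell killing above 50% in the first pass at 4 µM, then a duplicate retest at 5 µM averaging 50% or more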;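 further: plate controls were cells with TRAIL plus DMSO for no effect and medium-only wells lacking cells for full effect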
Active calls of the source: *; / = no result given.

SMILES	TNF death inh	CHOP inhibitor	FXIIa inh	Wee1 stabilizer	PGE2 EP2 inh	zVAD death inh	Tb hexokinase	FXIa inh 1536	PPC-1+TRAIL kill
O=C(NC(N1CCCCCC1)C(Cl)(Cl)Cl)c1ccccc1Cl (stereo not given)	1.0	38	18	1	4	0.0	-2	14	-3
C=CCn1c(SCC(=O)NC2CC2)nc2sc(CC)cc2c1=O	-2.0	-1	5	-2	4	-0.3	-8	-4	6
COC(=O)c1cccc(NC(=O)COc2cccc([N+](=O)[O-])c2)c1	-0.7	-2	9	-1	3	1.6	-2	0	22
O=Cc1ccc(OCc2cn3ccccc3n2)cc1	1.0	-3	8	0	5	4.0	0	-8	10
CCCSc1oc(-c2ccco2)nc1S(=O)(=O)c1ccccc1	-2.0	52	-49	1	5	-1.0	2	1	1
COc1ccc(-n2c(=O)c3ccccc3n(CC(=O)c3ccccc3)c2=O)cc1OC	0.3	-21	-4	-3	9	0.2	-2	1	-9
CC(=O)Nc1ccc(NC(=O)COC(=O)C2(c3ccc(Cl)cc3)CCCC2)cc1	1.5	32	9	1	10	0.6	3	6	27
CNC(=S)NNC(=O)c1sccc1OCc1cccc(C(F)(F)F)c1	0.5	-5	-2	-2	7	0.1	-1	-1	13
COc1ccc(C(=O)NCCc2cc3ccc(C)c(C)c3[nH]c2=O)cc1OC	0.8	25	9	0	7	2.4	-7	1	-13
CCOC(=O)c1nn(-c2ccccc2C)c2nc(-c3ccc(Cl)cc3)c(C#N)c(=O)n12	-1.8	36	10	-2	14	-0.5	-11	0	37
Cc1nc(P(=O)(c2ccccc2)c2ccccc2)c(N2CCOCC2)o1	-0.4	54	11	0	11	1.1	3	-2	4
COc1ccccc1C(O)P(=O)(OC(C)C)c1ccc(N(C)C)cc1 (stereo not given)	-0.2	5	6	-4	4	0.1	0	2	14
COc1ccc(NC(=S)N(CCC(C)C)C(C)c2ccncc2)cc1 (stereo not given)	0.0	-1	12	-4	4	-0.6	-2	0	17
Cc1c(O)ccc2c(O)c(NC(=O)c3ccc4c(c3)CCC(C)(C)O4)c(=O)oc12	-0.1	-2	7	12*	12	0.4	-15	10	11
N#CC1(c2ccccc2)CCC(=O)N1c1ccccc1 (stereo not given)	1.2	0	8	4	4	-0.5	1	1	4
COc1ccc(CNC(=O)C(OC(=O)c2ccco2)c2ccc(OC)cc2)cc1 (stereo not given)	3.0	30	15	-2	6	0.4	-4	7	23
CC(NC(=S)NC1CCCCC1)C(c1cccs1)N1CCOCC1 (stereo not given)	-9.2	9	1	0	2	0.5	-5	-1	18
C[C@@H]1CN(Cc2nc(Cc3ccccc3F)no2)C[C@H](C)O1	0.1	-6	10	-4	4	-0.1	0	3	21
CCOCCOC(=O)c1[nH]c2c(c1C)C(=O)CC(c1cccs1)C2 (stereo not given)	-5.7	-50	4	0	8	-1.3	-4	-8	-8
COc1ccc(Cc2nnc(SCC(=O)N3CCCC3)o2)cc1	0.1	-12	1	-2	11	0.2	-1	-4	/
CC(C)(C)C(=O)Nc1cccc(-c2ncon2)c1	1.8	5	15	2	12	0.6	-9	4	7
Cc1ccc2oc(=O)c3cc(C(=O)Nc4cc(-c5cccc(F)c5)no4)sc3c2c1	1.1	-2	9	-2	12	/	-5	3	9
CCC(C)c1ccccc1NC(=O)COC(=O)c1ccc2[nH]c3c(c2c1)CCCC3 (stereo not given)	-0.1	22	11	0	6	1.6	4	4	15
COc1ccc(/C(N)=N/OC(=O)Oc2ccccc2)cc1	-1.4	28	5	-2	10	0.0	20	0	21
Oc1ccc(-c2cn3ccccc3n2)cc1	-9.8	2	13	3	4	-0.5	-22	-2	38

Part of the list above in a different format.
Fields: TNF death inh, CHOP inhibitor, FXIIa inh, Wee1 stabilizer, PGE2 EP2 inh, zVAD death inh, Tb hexokinase, FXIa inh 1536, PPC-1+TRAIL kill
N#CC1(c2ccccc2)CCC(=O)N1c1ccccc1 (stereo not given)
→ 1.2, 0, 8, 4, 4, -0.5, 1, 1, 4
COc1ccc(CNC(=O)C(OC(=O)c2ccco2)c2ccc(OC)cc2)cc1 (stereo not given)
→ 3.0, 30, 15, -2, 6, 0.4, -4, 7, 23

The main list resumes; the 3 compounds before the break are reprinted first.
SMILES	TNF death inh	CHOP inhibitor	FXIIa inh	Wee1 stabilizer	PGE2 EP2 inh	zVAD death inh	Tb hexokinase	FXIa inh 1536	PPC-1+TRAIL kill
CCC(C)c1ccccc1NC(=O)COC(=O)c1ccc2[nH]c3c(c2c1)CCCC3 (stereo not given)	-0.1	22	11	0	6	1.6	4	4	15
COc1ccc(/C(N)=N/OC(=O)Oc2ccccc2)cc1	-1.4	28	5	-2	10	0.0	20	0	21
Oc1ccc(-c2cn3ccccc3n2)cc1	-9.8	2	13	3	4	-0.5	-22	-2	38
C=CCN1C(=O)/C(=C\c2ccc(C)cc2)N=C1SCC(=O)NCCC	-3.1	33	17	3	19	0.3	-19	3	21
CN(CCc1cn[nH]c1)Cc1nc(Cc2ccccc2)no1	2.3	-1	0	-1	5	2.5	0	-5	-7
O=C(Nc1ccc(Cl)cc1)C1CC=CCC1C(=O)OCC(F)(F)C(F)F (stereo not given)	6.0	18	17	-2	1	-0.5	7	8	6
Cc1ccc(C(=O)NCC(=O)OCC(=O)Nc2ccccc2C#N)s1	-0.5	-5	24	-2	7	-0.7	9	39	-26
Cc1cc(C)c2nc(SCC(=O)NCCC3=CCCCC3)cc(C)c2c1	1.2	92*	9	-2	9	2.0	-11	-2	0
COC(=O)C1=C(C)N(Cc2ccco2)C(=O)N[C@@H]1c1cccc(C(F)(F)F)c1	1.1	11	5	0	/	-0.2	-5	-2	18
O=C1COc2ccccc2N1Cc1ccccc1Cl	-4.0	57	16	-3	7	-2.0	3	-4	11
COc1ccc(CC(=O)NCc2nnc(SCC(=O)Nc3ncc(C)s3)n2C)cc1	1.7	-9	6	0	1	1.0	1	4	26
Cc1ccccc1C(=O)NC(=S)Nc1sc2c(c1C#N)CCC(C)C2 (stereo not given)	-0.4	26	5	2	11	0.0	-4	2	1
Fc1ccccc1N1CCN(c2nc(-c3cccs3)nc3ccccc23)CC1	2.0	-4	-4	3	6	2.2	-14	-1	7
CCC(=O)Oc1ccc(-c2nc(-c3cccnc3)no2)cc1	-2.9	1	17	8	7	5.5	-7	5	31
COC(=O)c1c(NC(=O)C2CC(=O)NN2Cc2ccccc2)sc(C)c1C (stereo not given)	-2.9	-1	15	-2	20	-0.1	-12	4	1
O=C(COc1ccccc1O)N1CCN(C(=O)c2ccco2)CC1	1.3	10	14	-1	15	1.8	0	-2	3
CC(NC(=O)C1CC1)C(c1cccs1)N1CCOCC1 (stereo not given)	4.8	-7	3	6	5	0.3	2	-5	2
O=C(Nc1nc2ccc(Cl)cc2s1)C1CCCO1 (stereo not given)	2.0	-22	19	2	-1	-0.2	4	5	19
COc1ccc(S(N)(=O)=O)cc1C(=O)NCCCN1CCN(c2ccccc2OC)CC1	1.1	-28	10	0	13	/	3	5	16
COC(=O)c1ccc(N2CCN(C)CC2)c(NC(=O)c2cc3ccccc3o2)c1	-5.6	2	10	2	12	1.9	-8	-5	-34
CC(C)n1c(S(=O)(=O)O)nc2ccccc21	0.1	18	3	7	8	0.6	-2	1	15
COC(=O)C1=C(Cn2cnc3ccccc32)NC(=O)NC1c1cc(C)ccc1C (stereo not given)	-2.1	34	8	2	19	0.0	2	7	12
CC1CCN(c2nc3ccccn3c(=O)c2C=O)CC1	-0.5	6	6	-4	10	2.5	-17	-2	1
O=C1c2cccnc2C(=O)N1CO	0.4	9	8	-4	11	2.0	0	-1	1
CCN(CC)C(=O)CC(c1ccc2c(c1)OCO2)c1c(OC)cc(OC)c2ccc(=O)oc12 (stereo not given)	-1.9	7	2	/	17	-0.4	-16	-4	-5
CCOC(=O)c1ccc2[nH]c(C)cc(=O)c2c1	-3.8	-14	-2	-1	21	-0.2	-14	-10	13
Cc1ccc(-c2ccc(CCC(=O)O)n2CC2CCCO2)cc1 (stereo not given)	0.2	-12	6	-4	10	0.2	5	-1	7
O=c1c2ccccc2c(C=NCCc2ccccc2)c(O)n1Cc1ccccc1	0.1	24	19	1	8	1.2	-6	2	23
(more compounds)
SMILES	TNF death inh	CHOP inhibitor	FXIIa inh	Wee1 stabilizer	PGE2 EP2 inh	zVAD death inh	Tb hexokinase	FXIa inh 1536	PPC-1+TRAIL kill
CCC(c1nnc(SCC(=O)Nc2cccc(S(N)(=O)=O)c2)n1Cc1ccccc1)N(C)C (stereo not given)	1.5	5	14	1	3	0.7	7	4	11
CCOC(=O)C1=C(N)OC2=C(C(=O)CCC2)C1c1ccccc1OCC (stereo not given)	-2.1	18	10	3	7	0.6	3	-5	-10
O=C1C2C3C=CC(C3=C3CCCCC3)C2C(=O)N1Cc1ccccc1 (stereo not given)	1.6	86*	8	-2	12	2.1	1	6	22
CCOC(=O)C1CCCN(C(=O)Nc2ccccc2)C1 (stereo not given)	-1.6	-1	9	1	5	1.1	6	0	12
O=C1CSC(c2cccnc2)N1Cc1ccc(Cl)c(Cl)c1 (stereo not given)	0.2	5	9	-3	5	-1.3	-3	1	26
O=C(NCCc1ccccc1)C(=O)N/N=C/c1ccccc1C(F)(F)F	0.7	-3	14	-1	8	0.1	-2	1	2
COc1ccc(CCN2C(=O)C3C4CC(C5C(C(=O)O)=NOC45)C3C2=O)cc1OC (stereo not given)	0.4	25	13	-1	8	0.4	-2	2	13
CS(=O)(=O)N(Cc1ccccc1)c1ccc(C(=O)Nc2cccnc2)cc1	1.1	20	14	0	2	0.0	2	6	4
COc1ccc(/C=C(/NC(C)=O)C(=O)O)cc1	-1.8	-27	5	-3	/	-0.3	1	5	15
CCO[C@H]1OC(C(=O)Nc2ccccc2)=C[C@@H](c2cn(C(C)=O)c3ccccc23)[C@@H]1CCCO	2.2	1	9	7	14	2.1	-16	2	1
N#CC(c1ccccc1)c1cccc(Cl)n1 (stereo not given)	0.8	13	0	3	4	0.1	8	-1	0
Cc1ccc(CSc2nnc([C@@H]3CCCN3C(=O)OC(C)(C)C)o2)cc1	-0.1	3	4	-1	11	-1.1	5	-8	-7
COc1ccc(NC(=O)c2c(C(F)(F)F)nn(C)c2SCc2ccccc2Cl)cc1	-2.6	33	-1	-3	5	0.1	-3	4	-6
CCOC(=O)c1cc2[nH]c3ccccc3c2[n+](-c2ccc([N+](=O)[O-])cc2)c1N	3.7	12	0	4	3	-0.7	-11	-3	0
CCOC(=O)C1CCCN(C2CC(=O)N(c3ccc(NC(C)=O)cc3)C2=O)C1 (stereo not given)	-0.7	-8	7	1	6	0.3	8	-2	16
O=C(NCC1CCCO1)C1c2ccccc2C(=O)N1C1CCCCCCC1 (stereo not given)	0.7	20	3	-2	/	-0.1	-5	2	0
O=C(Nc1cccnc1)C1(c2ccc(Cl)cc2)CCCC1	-0.4	21	18	-2	3	0.2	-2	7	7
Cc1cc(Nc2ccc(Cl)cc2)n(-c2cccc(Cl)c2)n1	-3.4	72*	7	-1	4	0.9	6	0	2
O=c1[nH]nc(-c2cccs2)c2ccccc12	-0.9	8	7	7	8	46	2	-1	-4
O=C1C2CC=CCC2C(=O)N1c1ccc(NCCc2cccc(F)c2)c([N+](=O)[O-])c1 (stereo not given)	2.2	26	-5	2	5	1.3	39	-12	23
CCOC(=O)c1ccccc1NC(=O)Cc1sc(-c2cccnc2)nc1-c1ccc(C)cc1	0.4	17	3	-1	5	0.6	24	4	10
CCC(=O)Nc1cccc(C(=O)OCc2cccc([N+](=O)[O-])c2)c1	-1.0	25	27	2	2	0.7	10	27	22
CSc1ncccc1C(=O)OCC(=O)NC1CCS(=O)(=O)C1 (stereo not given)	-1.2	-2	14	0	12	0.5	0	4	25

Not all compounds are listed, so the mix of outcomes need not match the whole.
